Screening data from PubChem.
Statin myotox sup = suppressors of statin myotoxicity in C2C12 myotubes, primary screen, cell-based, single point, plate reader | rescue of ATP level, % at 7.49 µM | AID 602340, 2012 | C2C12 myotubes + simvastatin, ATP luminescence, 48 h; scaled: DMSO 0, geranylgeraniol control 100 | 330,000 compounds, 0.78% hits;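 active = mean ATP rescue above about 67%, or every replicate alone reaching that limit, limit read from the data, passing the limit was not always enough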;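 note: myotubes were challenged with 10 µM simvastatin during compound exposure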
CASP6 VEID inh = human caspase-6 inhibitors, primary screen, biochemical, VEID-R110 fluorescence, single point, set 2; purified caspase-6, Z-VEID-R110 cleavage fluorescence; 350,000 compounds, 0.53% hits; inhibition, % at 12.5 µM; AID 686996, 2013; P55212;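 active = mean inhibition across replicates at least about 35%, with every replicate also reaching that limit, limit read from the data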;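 note: 0% = median of neutral control wells and 100% = no fluorescence left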
Target sequence (P55212 24-179 limits assumed): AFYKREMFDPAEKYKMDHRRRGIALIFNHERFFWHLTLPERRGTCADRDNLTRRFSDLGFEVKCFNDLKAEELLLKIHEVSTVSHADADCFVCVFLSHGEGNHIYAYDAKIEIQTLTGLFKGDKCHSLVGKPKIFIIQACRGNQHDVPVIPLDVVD
Target sequence (P55212 194-293 limits assumed): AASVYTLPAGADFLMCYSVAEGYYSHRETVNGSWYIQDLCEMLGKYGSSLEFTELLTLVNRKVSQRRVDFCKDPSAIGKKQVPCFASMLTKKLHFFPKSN
esBAF inh = Bmi1 luciferase reporter increase in mESCs, primary screen, esBAF inhibitor project, mouse ES cells, Bmi1 luciferase knock-in, single point; AID 602393, 2012; 24 h; 100% = twice the neutral-well signal; 350,000 compounds, 2% hits; reporter increase, % at 12.5 µM; in the data active = activation above about 40%;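 note: 0% = median of the plate's neutral control wells and 100% = double that signal; a rise in the Bmi1 reporter signal indicates esBAF inhibition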
S100A4 inh HTS = inhibitors of S100A4-myosin IIA peptide binding, primary screen, biochemical, fluorescence polarization, TAMRA-MyoIIA peptide; inhibition, % at 10.7 µM; AID 652163, 2013; 360,000 compounds, 0.14% hits; Protein S100-A4 (Homo sapiens), P26447;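 active = mean inhibition of at least 70% across replicates, with every replicate also reaching that level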
Target sequence (P26447 whole entry, looked up): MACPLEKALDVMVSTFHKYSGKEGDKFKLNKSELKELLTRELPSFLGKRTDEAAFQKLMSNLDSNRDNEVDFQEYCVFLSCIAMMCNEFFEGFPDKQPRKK
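Test system – S100A4 monomer (human) · Compound – single-point compound testing · Schedule – 5 min incubation before reading · Probe or stimulus – TAMRA-labelled myosin IIA heavy-chain peptide probe, 5 nM · Benchmarks – neutral control DMSO, positive control TFP · Medium – Calcium-containing HEPES buffer, pH 7.2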
SIRT5 inh = SIRT5 desuccinylase inhibitors, primary screen, biochemical, fluorescence imaging, single point, set 5; Purified SirT5, succinyl-peptide AMC, trypsin-coupled fluorescence; NAD-dependent protein deacylase sirtuin-5, mitochondrial (Homo sapiens), Q9NXA8; 330,000 compounds, 1.1% hits; inhibition, % at 15 µM; in the data active = inhibition above about 15%
Target sequence (Q9NXA8 whole entry, looked up): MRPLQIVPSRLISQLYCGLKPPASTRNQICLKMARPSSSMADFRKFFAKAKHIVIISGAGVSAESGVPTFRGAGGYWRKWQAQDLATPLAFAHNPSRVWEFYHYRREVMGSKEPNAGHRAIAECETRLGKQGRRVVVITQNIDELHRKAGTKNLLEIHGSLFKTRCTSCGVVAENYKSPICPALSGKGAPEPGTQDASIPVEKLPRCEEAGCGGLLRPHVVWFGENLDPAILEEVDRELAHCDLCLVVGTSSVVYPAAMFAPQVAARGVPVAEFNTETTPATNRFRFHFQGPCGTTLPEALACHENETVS
LGR2 antag = inhibitors of bursicon-induced LGR2 CRE-luciferase signal, primary screen, cell-based, HEK293, CRE-luciferase reporter, bursicon stimulation. Drosophila bursicon receptor LGR2 (rickets). bursicon-stimulated, 4 h. inhibition, % at 9.99 µM. 380,000 compounds, 0.35% hits. AID 720647, 2013;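 active = drop in luminescence signal, shown as inhibition above about 50% in the replicate tests, limit read from the data, passing the limit was not always enough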;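 note: agonist challenge used bursicon conditioned medium at about half maximal strength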
FN deposit inh = inhibitors of fibronectin matrix deposition, primary screen, AH1F cells, Alexa488-fibronectin fluorescence, plate reader; AH1F fibroblasts, overnight; inhibition, % at 12.6 µM; 350,000 compounds, 0.086% hits; AID 743247, 2014;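 active = mean inhibition across replicates of 30% or more, regardless of how many single replicates reach that level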;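 note: positive control wells lacked labelled fibronectin entirely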
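material = AH1F fibroblast monolayer depositing Alexa488-labelled fibronectin into matrix | amount = 10000 AH1F cells/well | buffer or medium = DMEM plus 2% serum, read in PBS | incubation = 1 h cell adhesion before compound, then overnight fibronectin incubation | detection = fluorescence at 485 nm excitation, 525 nm emission | evaluation = percent inhibition as loss of matrix-bound fibronectin fluorescence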
An asterisk follows results filed as active; · = no result given; & = joins results of further samples.

SMILES	Statin myotox sup	CASP6 VEID inh	esBAF inh	S100A4 inh HTS	SIRT5 inh	LGR2 antag	FN deposit inh
O=C1C=C(c2ccc3c(c2)oc2ccccc23)C[C@@H](c2ccc3c(c2)OCO3)C1	7	-4	-5	4	·	22	-9
Nc1ccc(C(=O)OCC(=O)NC2CC2)cc1[N+](=O)[O-]	·	-2	·	-2	-5	-5	-4
CC(=O)c1ccc(NC(=O)CSc2cn[nH]n2)cc1	9	-1	-3	-5	-2	12	-6
COC(=O)[C@@H](NC(=O)CN=[N+]=[N-])c1ccccc1	·	-2	·	2	-2	·	·
CCN1CCc2nc(NC(=O)c3cc(F)c(F)cc3Cl)sc2C1	·	4	·	-7	2	-20	-16
C=CCNC(=S)NCC1COc2ccccc2O1 (configuration not stated)	·	-4	·	-2	1	8	-1
CCCCn1c(C)nc2cc(S(=O)(=O)N3CCOCC3)ccc21	5	2	4	-8	-3	3	-3
c1ccc(Oc2cccc(Oc3ccccc3)n2)cc1	0	1	9	-3	-6	·	-7
C=CCn1c(SCC(=O)N2CCOCC2)nc2ccccc2c1=O	2	1	1	-1	-6	19	-5
O=C(CSc1nnc(-c2ccccn2)n1Cc1ccco1)c1ccc(-c2ccccc2)cc1	-2	-4	-3	4	-3	·	-1
COc1ccccc1-c1ccc([C@H]2[C@@H](CO)N(C(=O)C3CCOCC3)[C@H]2C#N)cc1	0	4	6	-3	5	-9	0
O=C(Nc1cc(F)ccc1F)C1CCCN1S(=O)(=O)c1cccc2nsnc12 (configuration not stated)	3	0	-6	-4	0	13	-1
O=C(NCC(c1cccnc1)N1CCN(c2ccccc2F)CC1)c1ccco1 (configuration not stated)	9	-1	3	-3	-2	9	9
CCCCCN=Cc1c(C)[nH]n(-c2nc3ccccc3s2)c1=O	-137	0	-31	-1	-4	60*	-3
CCOc1ccc(-c2c[n+](=O)c3c(n2[O-])CCCC3)c(OCC)c1	1	·	-8	·	·	·	9
O=C(OCC(=O)N1CCC(Cc2ccccc2)CC1)c1ccc(CO)cc1	2	-1	-5	-2	1	-9	1
C[C@@H]1CN([C@H](C)CO)C(=O)c2cc(-c3cccc(F)c3)cnc2O[C@H]1CN(C)C(=O)C1CCCCC1	3	0	-2	-6	2	-10	·
Cc1noc(C)c1S(=O)(=O)N(C)C[C@H]1Oc2c(cccc2N(C)C)C(=O)N([C@H](C)CO)C[C@@H]1C	-2&0	0&1	0&-4	0&-1	-3	3&4	5&0
CC(=O)N(C)C[C@@H]1Oc2cc(-c3ccc(C)cc3)ccc2S(=O)(=O)N([C@@H](C)CO)C[C@@H]1C	40	0	2	-4	-2	7	·
CC(C)c1cc(CNC(=O)C2CCC(=O)N(CCc3ccc(Cl)cc3)C2)on1 (configuration not stated)	3	-2	9	-5	2	-6	15

Laid out differently: 6 of the compounds above.
The line under a structure holds: Statin myotox sup	CASP6 VEID inh	esBAF inh	S100A4 inh HTS	SIRT5 inh	LGR2 antag	FN deposit inh
> C[C@@H]1CN([C@H](C)CO)C(=O)c2cc(-c3cccc(F)c3)cnc2O[C@H]1CN(C)C(=O)C1CCCCC1
→ 3	0	-2	-6	2	-10	·
> CCN1CCc2nc(NC(=O)c3cc(F)c(F)cc3Cl)sc2C1
→ ·	4	·	-7	2	-20	-16
> CCOc1ccc(-c2c[n+](=O)c3c(n2[O-])CCCC3)c(OCC)c1
→ 1	·	-8	·	·	·	9
> COc1ccccc1-c1ccc([C@H]2[C@@H](CO)N(C(=O)C3CCOCC3)[C@H]2C#N)cc1
→ 0	4	6	-3	5	-9	0
> O=C(CSc1nnc(-c2ccccn2)n1Cc1ccco1)c1ccc(-c2ccccc2)cc1
→ -2	-4	-3	4	-3	·	-1
> O=C(OCC(=O)N1CCC(Cc2ccccc2)CC1)c1ccc(CO)cc1
→ 2	-1	-5	-2	1	-9	1

Next records follow:
SMILES	Statin myotox sup	CASP6 VEID inh	esBAF inh	S100A4 inh HTS	SIRT5 inh	LGR2 antag	FN deposit inh
CCCC(=O)C1=C(O)C(C(=O)OC)C(C)(C)CC1=Nc1ccc(C)cc1 (configuration not stated)	·	-2	·	4	5	7	·
CNc1ncc(C(=O)c2ccc(Br)cc2)s1	-11	1	33	-3	-2	-125	4
C=C(C)C1CC=C(C)/C(=N\NC(=O)CCC(=O)Nc2ccc(C)c(C)c2)C1 (configuration not stated)	·	12	·	3	-1	13	9
CCOC(=O)C1CCCN(C2=C(NS(=O)(=O)c3ccc(Br)cc3)C(=O)c3ccccc3C2=O)C1 (configuration not stated)	-5	·	6	-2	2	9	12
COc1ccc(-c2ccc3c(c2)[C@@H]2[C@@H](CCN2C(=O)c2cnccn2)[C@@H](CO)N3)cc1	-8	-2	-1	-2	2	-20	-9
CC(C)CC#Cc1ccc2c(c1)O[C@H](CN(C)C(=O)c1ccccn1)[C@H](C)CN([C@H](C)CO)S2(=O)=O	-31	-1	3	-10	-1	-4	·
CN(Cc1ccon1)C(=O)CC1C(=O)NCCN1Cc1ccccc1C(F)(F)F (configuration not stated)	13	-1	-3	4	-6	0	1
Cc1ccc(C(=O)Nc2nc(-c3ccccn3)cs2)s1	-13	5	24	-1	2	·	9
COc1cc(OC)c(OC)cc1CN1CCN(S(=O)(=O)c2ccc(NC(C)=O)cc2)CC1	·	2	·	2	-3	-27	9
O=C1c2ccccc2C(c2nnnn2C2CCCCC2)N1CCc1ccc(O)cc1 (configuration not stated)	·	1	·	-3	0	8	2
C[C@@H]1CN([C@H](C)CO)C(=O)Cc2cc(NS(=O)(=O)c3ccc(F)cc3)ccc2O[C@@H]1CN(C)Cc1ccc(Oc2ccccc2)cc1	43	1	-2	-3	1	7	·
COc1ccc(NC(=O)CN2C(=O)COc3ccccc32)cc1OC	0	-2	5	1	-1	6	1
COc1cccc(/C=C2\CC(C)Cc3c2nc2ccccc2c3C(=O)O)c1OC (configuration not stated)	13	2	4	2	5	-3	2
NNC(=O)CN1C(=O)C2(OCCO2)c2ccccc21	-2	0	-10	8	·	6	·
C=CCN(C(=O)c1csnn1)C(C(=O)NCc1ccc(F)cc1)c1cccs1 (configuration not stated)	15	0	-10	-9	4	8	5
Cc1noc(C)c1S(=O)(=O)Nc1ccc2c(c1)CC(=O)N([C@H](C)CO)C[C@@H](C)[C@H](CN(C)C(=O)Nc1cccc3ccccc13)O2	-7	1	5	2	5	3	-1
CCN(CC)S(=O)(=O)c1nnc(NC(=O)c2ccco2)s1	-10	·	6	0	1	-6	-3
CC(NC(=O)COC(=O)CNC(=O)c1ccc(-c2ccccc2)cc1)c1ccccc1 (configuration not stated)	·	-1	·	-3	-4	2	-2
O=C(CSc1ccc(-c2ccccn2)nn1)Nc1cccc(F)c1	2	-10	21	-3	-5	18	0
C=CCn1c(=O)c(C(=O)NCc2ccccc2Cl)c(O)c2ccccc21	2	1	-7	-3	-2	3	1

An excerpt from above, limited to CASP6 VEID inh and SIRT5 inh:
molecule | CASP6 VEID inh | SIRT5 inh
CC(NC(=O)COC(=O)CNC(=O)c1ccc(-c2ccccc2)cc1)c1ccccc1 (configuration not stated) | -1 | -4
O=C(CSc1ccc(-c2ccccn2)nn1)Nc1cccc(F)c1 | -10 | -5
C=CCn1c(=O)c(C(=O)NCc2ccccc2Cl)c(O)c2ccccc21 | 1 | -2

Remaining list, next part
SMILES	Statin myotox sup	CASP6 VEID inh	esBAF inh	S100A4 inh HTS	SIRT5 inh	LGR2 antag	FN deposit inh
CC1CC(C)CN(c2ncnc3c2cnn3-c2ccc(Cl)cc2)C1 (configuration not stated)	10	5	-6	1	-4	10	-2
COc1cn(-c2ccccc2)nc1C(=O)NCc1ccccc1	-15	-1	6	-4	-6	-30	-4
COC(=O)c1cc(NC(=O)c2cccnc2)cc(C(=O)OC)c1	-1	-2	-3	2	-1	-5	1
COCCn1c(-c2ccco2)csc1=Nc1cccnc1	·	8	·	-5	1	-4	·
CC[n+]1c(C)sc2c(C)cc(C)cc21	·	-1	·	-1	-5	12	11
C[C@H]1CN([C@@H](C)CO)C(=O)Cc2cc(NS(=O)(=O)c3ccc(F)cc3)ccc2O[C@H]1CN(C)C(=O)NC1CCCCC1	-6	-2	-6	0	-1	-11	·
Nc1[nH]c(C(=O)c2ccccc2)c(-c2ccccc2C(F)(F)F)c1C(=O)NCCc1c[nH]c2ccccc12	·	-1	·	-4	-6	19	-2
Cc1ccn2cc(C(=O)Nc3nnc(C)s3)nc2c1	-6	·	55*	·	·	·	5
COc1cc(Cl)c(C)cc1NC(=O)CC1SC(N2CCOCC2)=NC1=O (configuration not stated)	2	1	7	-13	0	5	1
C/C=C/c1cnc2c(c1)C(=O)N([C@@H](C)CO)C[C@@H](C)[C@@H](CN(C)S(=O)(=O)c1cn(C)cn1)O2	-4	0	-5	-1	11	2	·
COC(=O)c1cc2sccc2n1CC(=O)N1CCCc2ccccc21	8	·	-4	·	·	6	0
COCOCCn1cc(CN2CCS(=O)(=O)N(Cc3ccc(-c4ccc(OC)nc4)cc3)C(C(C)C)C2=O)nn1 (configuration not stated)	-6	11	8	-7	3	2	-7
CCCCCCCCn1c2c(c(=N)c3c1CCC3)CCCC2	-62	6	-58	-1	-1	53*	3

Complete entries, looked up by structure. Order of values: Statin myotox sup	CASP6 VEID inh	esBAF inh	S100A4 inh HTS	SIRT5 inh	LGR2 antag	FN deposit inh
`CC[n+]1c(C)sc2c(C)cc(C)cc21` in the list: ·	-1	·	-1	-5	12	11
`COC(=O)c1cc2sccc2n1CC(=O)N1CCCc2ccccc21` in the list: 8	·	-4	·	·	6	0

Not all compounds are listed; count on the stated rates, not on these rows.
